FBW7 act = activators of human E3 ligase FBW7. Q969H0. AlphaScreen FBW7–phospho-cyclin E peptide binding, activator screen. normalized activity (activation), % at 26.1 µM. actives 0.13% (n = 650,000); in the data active = normalized activity above about 1.9%;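 note: purified mutant Fbw7 with reduced substrate affinity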
GPR151 activ = human GPR151 activation; PathHunter beta-arrestin GPR151 cells, luminescence; AID 1508602; Q8TDV0; activation, % at 11.2 µM; actives 1% (n = 650,000); in the data active = activation above about 4.9%;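 note: 0% = median of compound wells and 100% = cells with positive control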
Target sequence (Q8TDV0 whole entry, looked up): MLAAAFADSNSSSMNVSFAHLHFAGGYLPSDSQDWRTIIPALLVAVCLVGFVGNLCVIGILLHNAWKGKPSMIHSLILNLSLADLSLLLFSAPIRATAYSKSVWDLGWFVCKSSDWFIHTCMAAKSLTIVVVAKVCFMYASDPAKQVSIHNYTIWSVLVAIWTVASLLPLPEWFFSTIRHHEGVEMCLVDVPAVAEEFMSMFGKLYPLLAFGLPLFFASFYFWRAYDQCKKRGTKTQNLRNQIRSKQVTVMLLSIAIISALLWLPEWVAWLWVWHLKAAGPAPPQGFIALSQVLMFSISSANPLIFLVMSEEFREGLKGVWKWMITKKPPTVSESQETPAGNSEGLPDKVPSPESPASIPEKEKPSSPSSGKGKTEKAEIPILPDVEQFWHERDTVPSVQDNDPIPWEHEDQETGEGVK
MITF primary = blocks human microphthalmia-associated transcription factor. actives 0.91% (n = 650,000). inhibition, % at 2.6 µM. O75030. AlphaScreen MITF homodimerization, bead proximity signal. AID 1259374; in the data active = inhibition above about 50%;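 note: 0% = vehicle wells with protein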
Target sequence (O75030 whole entry, looked up): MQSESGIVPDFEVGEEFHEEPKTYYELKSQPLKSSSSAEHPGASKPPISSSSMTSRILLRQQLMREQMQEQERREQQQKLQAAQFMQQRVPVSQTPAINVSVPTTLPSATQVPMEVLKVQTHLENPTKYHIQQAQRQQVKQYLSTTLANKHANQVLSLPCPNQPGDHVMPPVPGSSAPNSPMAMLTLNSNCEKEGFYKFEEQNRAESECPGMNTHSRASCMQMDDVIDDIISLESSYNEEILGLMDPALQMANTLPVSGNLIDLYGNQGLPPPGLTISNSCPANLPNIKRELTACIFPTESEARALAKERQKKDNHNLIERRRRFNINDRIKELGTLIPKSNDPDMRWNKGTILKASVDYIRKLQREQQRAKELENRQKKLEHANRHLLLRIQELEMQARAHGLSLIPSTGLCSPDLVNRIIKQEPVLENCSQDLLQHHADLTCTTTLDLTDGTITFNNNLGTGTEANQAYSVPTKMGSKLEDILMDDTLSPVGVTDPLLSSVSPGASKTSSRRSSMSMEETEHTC
TEAD-YAP block = TEAD-YAP interaction inhibition. AID 1259422. HEK-TIYL cells, TEAD-Gal4/YAP UAS-luciferase luminescence. actives 1.4% (n = 640,000). inhibition, % at 9.12 µM; in the data active = inhibition above about 32%;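 note: 0% = median of test compound wells and 100% = reference inhibitor wells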
* marks the source's active call; other numbers are inactive results; & = joins results of further samples; ! = a repeat was not active.

SMILES | FBW7 act | GPR151 activ | MITF primary | TEAD-YAP block
CC(=O)Oc1ccc(C(=O)N2c3ccccc3NC(=O)C2C)cc1 (stereo not given) | 0.0 | -1.0 | -3 | -1
O=C(COc1ccc(C(=S)N2CCOCC2)cc1)N1CCOCC1 | -0.3 | 1.0 | 13 | -2
Cn1cc(S(=O)(=O)N2CCCC2)cc1C(=O)NCCCc1ccccc1 | 0.2 | 1.6 | 10 | 13
C/C(=N\NC(=O)C1CC1(c1ccccc1)c1ccccc1)c1cccc(N)c1 (stereo not given) | -0.2 | 1.3 | -5 | -7
CC(=O)Nc1ccc(S(=O)(=O)N2CCN(C3CCN(Cc4ccccc4)CC3)CC2)cc1 | 0.2 | 0.4 | 23 | -2
CC[C@H](C)[C@@H]1NC(=O)[C@H]2CN(C(=O)c3cccc(Cl)c3)CCN2C1=O | 0.3 | 0.9 | -11 | 3
c1ccc(N2CCN(c3ccc4nnnn4n3)CC2)cc1 | 0.1 | 0.8 | 7 | -3
O=C(Nc1ccc(F)cc1)c1ccc2nsnc2c1 | 0.0 | -2.7 | 1 | -36
COc1ccccc1C(=O)Nc1c(C)nn(Cc2ccc(Cl)cc2)c1C | 0.1 | 3.1 | -20 | 3
CCC(C)n1c(SCC(=O)Nc2cc(C)[nH]n2)nc2ccsc2c1=O (stereo not given) | 1.3 | 0.5 | 5 | 19
Cc1cccc(N(C(=O)Cc2cccs2)C(C(=O)NCC2CCCO2)c2ccncc2)c1 (stereo not given) | 0.0 | 0.7 | 2 | -4
C/C(=C/C(=O)ONC(=O)c1ccc([N+](=O)[O-])cc1)NN(C)c1ccccc1 | 0.6 | -0.9 | 20 | -12

Profiles as entered above. Screens in order: FBW7 act, GPR151 activ, MITF primary, TEAD-YAP block
CC(=O)Nc1ccc(S(=O)(=O)N2CCN(C3CCN(Cc4ccccc4)CC3)CC2)cc1 is listed with 0.2, 0.4, 23, -2
Cc1cccc(N(C(=O)Cc2cccs2)C(C(=O)NCC2CCCO2)c2ccncc2)c1 (stereo not given) is listed with 0.0, 0.7, 2, -4
O=C(COc1ccc(C(=S)N2CCOCC2)cc1)N1CCOCC1 is listed with -0.3, 1.0, 13, -2
C/C(=N\NC(=O)C1CC1(c1ccccc1)c1ccccc1)c1cccc(N)c1 (stereo not given) is listed with -0.2, 1.3, -5, -7
Cn1cc(S(=O)(=O)N2CCCC2)cc1C(=O)NCCCc1ccccc1 is listed with 0.2, 1.6, 10, 13

(continued)
SMILES | FBW7 act | GPR151 activ | MITF primary | TEAD-YAP block
O=C(CC1(O)C(=O)N(CCc2ccccc2)c2ccc(Br)cc21)c1ccco1 (stereo not given) | 0.2 | -1.4 | 2 | 2
Cc1cccnc1C(NC(=O)C1CCN(C(=O)c2ccco2)CC1)c1ccccc1 (stereo not given) | -0.2 | -1.2 | -10 | -3
CCOC(=O)c1oc2cc(C)cc(O)c2c(=O)c1-c1csc(C)n1 | 0.2 | 0.9 | -1 | -5
COc1ccc(NC(=O)CSc2nnc(-c3cccnc3)s2)c([N+](=O)[O-])c1 | 0.1 | 1.0 | -8 | -6
Cc1ccc(S(=O)(=O)/N=C(\CN2CCCCC2)N2CCOCC2)cc1 | 0.1 | 0.3 | 2 | 0
CCOCCCNC(=O)C1CCCN1C(=O)OCc1ccccc1 (stereo not given) | -0.3 | 0.1 | 0 | 2
COc1cc(C(=O)OCC(=O)N(C(C)C)C(C)C)c([N+](=O)[O-])cc1OC | -0.1 | 0.2 | 5 | -3
CCc1nnc(NS(=O)(=O)c2ccc(NC(=O)CN3C(=O)c4ccccc4C3=O)cc2)s1 | -0.1 | 7.4* | -5 | 2
O=C(Nc1ccc(F)cc1F)c1cncc(Br)c1 | 0.1 | 1.6 | -14 | 5
CC(C)n1cnc2c(NCCc3ccccn3)nc(Nc3ccc(OC(F)(F)F)cc3)nc21 | 0.0 | 1.4 | 14 | -7
O=C(CN1CCN(S(=O)(=O)c2ccc(Br)cc2)CC1)Nc1cccc(F)c1 | 0.4 | -1.8 | 4 | 2
CCOC(=O)C1=C(c2ccccc2)Nc2nnnn2C1c1ccc(Br)cc1 (stereo not given) | -0.1 | 1.6 | 9 | 2
CCc1ccc2oc(-c3ccc(NC(=O)COc4cccc(C)c4C)cc3)nc2c1 | 0.1 | -2.1 | -5 | 1
O=C(NCCO)c1cccc(Nc2ccc(-n3ccnc3)cc2)c1 | -0.2 | -1.0 | -2 | -1
COc1cc(/C=N/NC(=O)c2cc3ccccc3cc2O)ccc1OC(C)=O | 0.0 | -0.8 | -14 | -5
Cc1[nH]nc(Nc2cccc(C(F)(F)F)c2)c1[N+](=O)[O-] | 0.0 | 0.2 | -3 | -16
O=C(c1ccc(F)cc1)N1CCNCc2ccccc21 | 0.2 | 0.3 | 19 | -8
CN(C)CCS(=O)c1cc(-c2cn[nH]c2)ccc1NC(=O)[C@@H]1Cc2cc(F)ccc2CN1 (stereo not given in full) | 1.9*! | -0.1&1.3 | 75*! | 1&-4
Cn1nccc1C(=O)OCC(=O)Nc1ccc(F)c(Cl)c1 | -0.1 | 0.5 | 9 | 25
Cc1cccc(N2CCN(C(=O)c3c(C)c(-c4ccc(Cl)cc4Cl)nc4ccccc34)CC2)c1C | 1.6 | -0.5 | 5 | 11
CCC1(C2CCN(Cc3ccc4c(c3)CCO4)CC2)NC(=O)N(Cc2ccccn2)C1=O (stereo not given) | 0.2 | -1.3 | 2 | 4
O=C(CSc1nnc(NC(=O)C2CC2)s1)NCc1cccs1 | 0.0 | 2.0 | 6 | -4
COc1ccccc1N(CCOC(=O)c1ccc([N+](=O)[O-])c(C)c1)C1=NS(=O)(=O)c2ccccc21 | -0.1 | -0.7 | -6 | -1
Cc1cc(NC(=O)COC(=O)c2ccccn2)ccc1Cl | -0.1 | -0.8 | 7 | 19
Cc1occc1-c1nnc(SCC(=O)NC(C)(C)C)n1CCc1ccccc1 | 0.1 | 2.3 | 13 | -6
Cc1ccc(NCCNC(=O)Cn2cnc3ccccc32)nn1 | 0.0 | -0.7 | -3 | -4
Cc1cc(C)n(C(=O)COc2ccc3ccccc3c2)n1 | 0.1 | 0.1 | -5 | 2
CCOc1ccccc1OCC(=O)Nc1nc(-c2ccccc2)cs1 | -0.3 | 1.2 | -11 | -15
Cc1ccc(S(=O)(=O)NCCSC2CCCCC2)cc1[N+](=O)[O-] | -0.1 | -1.1 | -6 | 6
COCCN1C(=O)/C(=C\c2cc3c(cc2OC)OCO3)SC1=Nc1ccc(OC)cc1 | 0.1 | 2.4 | 1 | -1
CCC(=O)Nc1nc(-c2ccccn2)cs1 | 0.0 | -2.4 | 32 | -5
O=C(NCc1nnc2n1CCN(Cc1ccoc1)CC2)c1ccccc1 | 0.0 | -0.8 | 0 | -10
COc1ccc2cc(Br)ccc2c1CC(=O)N(C)C1CCN(C)CC1 | -0.3 | 1.3 | 5 | -4
NC(=O)C1CCCN(Cc2nc(NCc3cccs3)c3ccccc3n2)C1 (stereo not given) | 0.0 | -1.5 | 14 | 12
Cc1cccc(NC(=O)CSc2nncc(=O)[nH]2)c1C | 0.4 | 0.4 | 12 | 18
Cc1nonc1NC(=O)Cn1nc2c3ccccc3nc(C(C)C)n2c1=O | 0.0 | -0.7 | 2 | -10
CC(=O)Nc1ccc(Nc2nc(Nc3nc4ccccc4n3C)nc3nc[nH]c23)cc1 | -0.3 | -0.7 | 8 | -1
O=C(c1ccc(F)cc1F)N1CCC(Cn2nc(-c3ccc(F)cc3)ccc2=O)CC1 | 0.4 | 0.2 | 20 | 13
Cc1nn(-c2ccccc2)c(N2CCCC2)c1/C=C(\C#N)C(=O)NC1CC1 | -0.1 | -0.5 | 2 | 14
O=C(CN1C(=O)c2cccc3cccc(c23)C1=O)NCCO | -0.1 | 2.0 | -1 | -4
CCOc1ccc(NC(=O)C(=O)NCC2CCNCC2)cc1 | 0.2 | 0.4 | -4 | 11
COCCNCCOc1cc(C)ccc1C | 0.1 | -0.4 | -8 | 4
N#C/C(=C\c1ccc(OCC(=O)O)c(Cl)c1)c1nc2ccccc2[nH]1 | 0.0 | 2.0 | 10 | -22
COc1ccc(N2CCN(CCCNC(=O)CCn3c(=S)[nH]c4cc5c(cc4c3=O)OCO5)CC2)cc1 | -0.2 | -0.3 | 3 | 7
COc1cc(C(=O)Nc2cccc(-c3cn4ccc(C)cc4n3)c2)cc(OC)c1OC | 0.2 | -1.4 | 15 | -18
COc1ccccc1C(=O)O/N=C1/C=C(C(C)C)C(=O)C=C1C | 0.1 | -0.2 | 17 | -1
COCCCNCCOc1cc(C(C)C)ccc1C | 0.1 | 1.3 | 41 | 1
COc1cccc(Nc2cc(C)nc3ccccc23)c1 | 0.2 | 1.7 | 0 | 13
CCOC(=O)c1c(CSc2ccc(CC)cc2)oc2ccc(O)c(CN(C)C)c12 | -0.2 | 0.4 | -12 | 12
CCCOC(=O)c1ccc(NC(=O)C(=O)NCc2ccco2)cc1 | 0.0 | 0.2 | 6 | -4
CN(CC(=O)NNC(=O)c1ccncc1)S(=O)(=O)c1ccc2ccccc2c1 | -0.1 | 1.8 | 8 | -3
CC1(C(/C=C/c2ccccc2)=N/NC(N)=O)CCCCC1 | -0.2 | -0.4 | 1 | 4
Clc1ccc(C2=NN3C(C2)c2ccccc2OC3c2ccccc2)cc1 (stereo not given) | -0.1 | 0.4 | 3 | -48
O=c1oc2cc(O)ccc2cc1-c1nnc(Nc2cccc(Cl)c2)s1 | -0.1 | -0.1 | -3 | -10
O=c1oc2ccc(Cl)cc2cc1-c1csc(-c2cccc([N+](=O)[O-])c2)n1 | -0.1 | -0.6 | 4 | -4
N#Cc1ccc(C(=O)NC2CCCC2)c(F)c1 | 0.1 | -0.6 | 4 | -1
Cc1cccc2nc3c(c(=O)n12)CN(C(=O)NC(C)(C)C)CC3 | -0.2 | 1.9 | -4 | -2
Fc1ccc(C2CC(c3ccccc3Cl)n3ncnc3N2)cc1 (stereo not given) | 0.1 | 0.7 | 8 | 14
COc1ccccc1NC(=O)Cn1ncc2c(=O)oc3ccccc3c21 | 0.1 | -0.9 | 7 | 10
COC(=O)c1ccc(CN(Cc2ccc(OC)c(OC)c2)S(=O)(=O)c2ccc(C3CCCCC3)cc2)cc1 | 0.1 | -2.7 | -5 | -2

Reprinted from the part before: 5 entries, then new ones.
SMILES | FBW7 act | GPR151 activ | MITF primary | TEAD-YAP block
N#Cc1ccc(C(=O)NC2CCCC2)c(F)c1 | 0.1 | -0.6 | 4 | -1
Cc1cccc2nc3c(c(=O)n12)CN(C(=O)NC(C)(C)C)CC3 | -0.2 | 1.9 | -4 | -2
Fc1ccc(C2CC(c3ccccc3Cl)n3ncnc3N2)cc1 (stereo not given) | 0.1 | 0.7 | 8 | 14
COc1ccccc1NC(=O)Cn1ncc2c(=O)oc3ccccc3c21 | 0.1 | -0.9 | 7 | 10
COC(=O)c1ccc(CN(Cc2ccc(OC)c(OC)c2)S(=O)(=O)c2ccc(C3CCCCC3)cc2)cc1 | 0.1 | -2.7 | -5 | -2
Cn1c(=O)n(CCCO)c(=O)c2c1nc1n2CCCN1c1ccc(Cl)cc1 | 0.0 | 0.5 | 13 | 1
O=C(COC(=O)c1cccc(N2Cc3ccccc3C2)c1)c1ccc(Cl)cc1 | 0.0 | -1.3 | -7 | 2
CNC(=O)C(=O)Nc1ccc(C(C)C)cc1 | 0.1 | -0.6 | 32 | -20
O=C(C[n+]1ccccc1)c1ccc([N+](=O)[O-])cc1 | 0.2 | -0.3 | 5 | 7
O=C(/C=C/c1cccc([N+](=O)[O-])c1)n1cnc2ccccc21 | 0.4 | 0.0 | -55 | -13
O=C(CN1CCC(c2nc3ccccc3s2)CC1)N1CCN(c2ccccc2)CC1 | -0.1 | -0.8 | 1 | 2
Cc1nn(C(=O)c2nn(C)cc2Br)c(C)c1Br | 0.0 | 3.1 | -16 | -8
COc1ccc(NC(=O)/C(=C/c2cccc([N+](=O)[O-])c2)NC(=O)c2ccccc2Br)cc1 | 0.0 | -1.7 | 12 | -5
Cc1cc(C)c(-c2nc(N)sc2C)cc1C | 0.0 | -1.6 | 3 | 6
CC(C)(C)NC(=O)c1ccc2c(c1)C(=O)N(Cc1ccco1)C2=O | 0.0 | -0.8 | -1 | -7
c1ccc(-c2ccnc(NC3CCCCC3)n2)cc1 | 0.1 | -0.5 | 18 | -14
COc1cccc(-c2nnc(-c3cc4cc(OC)ccc4oc3=O)o2)c1 | 0.1 | 1.1 | 9 | 2
NC(=O)c1ccc(C(=O)NNC(=O)Nc2cccc(C(F)(F)F)c2)cc1 | 0.6 | 0.5 | 18 | 0
O=C(NCCc1ccccc1)C1CC(=O)N(C2CCCC2)C1 (stereo not given) | -0.2 | -1.1 | 0 | -3
Cc1cc(C)nc(CCNC(=O)CCc2nnc(C3(c4ccc(Cl)cc4)CCC3)o2)n1 | 0.0 | 1.1 | 4 | -2
O=S(=O)(Cc1ccccc1)N1CCCc2ccccc21 | 0.7 | 0.4 | 7 | 7
Cn1c(=O)c2ncn(CC(=O)N/N=C/c3ccc4c(c3)OCO4)c2n(C)c1=O | -0.1 | 2.4 | -10 | 4
COc1ccc(C(=O)NNC(=O)c2cnccn2)cc1[N+](=O)[O-] | -0.2 | -0.9 | 14 | 9
O=c1c2sccc2nc(SCc2ccccc2F)n1Cc1ccccc1 | 0.1 | -1.8 | 6 | 1
CN(CC(=O)Nc1ccccc1C(F)(F)F)C(=O)CSc1nnc(N)s1 | 0.0 | 0.0 | 17 | -1
Cc1ccc(C)c(N2C(=O)CN=C2Nc2ccc(F)cc2)c1 | 0.0 | 0.3 | 3 | -9
COc1cc(C2C(C#N)=C(N)OC3=C2C(=O)CC(c2ccco2)C3)cc(OC)c1O (stereo not given) | -0.1 | -0.9 | 10 | -4

An unsorted share of the library (roughly 3.4% active in at least one column).
